Compound activity (PubChem BioAssay)
Vif-A3G inh: Vif-A3G binding inhibition | HeLa A3G-eYFP + Vif (tagged APOBEC3G with the HIV-1 protein that degrades it), YFP fluorescence, overnight | Q9HC16 | AID 602310 | 0.076% of 410,000 active | Potency, µM (top dose mostly 46.1 µM), inactives show at the top dose activity, negative = active, most hits filed as inhibitors;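 further: potency means the concentration at half of the fitted maximal effect; on the % scale 0 is the no-effect control and ±100 the full control effect; nearly all actives have a fitted effect of over 60% in size; hits raise eYFP signal because A3G escapes Vif-driven loss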
Target sequence (Q9HC16 whole entry, looked up): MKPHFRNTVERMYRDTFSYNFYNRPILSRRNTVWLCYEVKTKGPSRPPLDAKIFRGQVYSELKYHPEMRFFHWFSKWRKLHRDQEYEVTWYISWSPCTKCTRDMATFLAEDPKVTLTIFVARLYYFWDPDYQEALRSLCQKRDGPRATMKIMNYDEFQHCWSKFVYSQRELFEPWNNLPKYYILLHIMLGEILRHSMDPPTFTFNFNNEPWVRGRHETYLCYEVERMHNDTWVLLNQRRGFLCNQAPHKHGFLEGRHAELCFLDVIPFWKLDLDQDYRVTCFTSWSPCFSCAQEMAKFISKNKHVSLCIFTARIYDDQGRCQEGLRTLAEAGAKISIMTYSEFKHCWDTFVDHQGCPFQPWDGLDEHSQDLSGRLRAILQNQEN
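Read-out is eYFP fluorescence (Ex 488/Em 500-530) from Vif-expressing HeLa A3G-eYFP cells; more signal means A3G escaped Vif-mediated degradation. Cells plated overnight, compound pinned in, incubated overnight at 37 deg C.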
Glioma ERSR ind: inducers of ER stress response in human glioma cells. 0.02% of 420,000 active. Potency, µM, for the others: at the top dose activation, actives largely listed as activators. U87-MG GRP78 promoter luciferase reporter, 16 h; further: potency means the concentration at half of the fitted maximal effect; series mostly up to about 76 µM; % of control where 0% means no effect; nearly all actives have a fitted effect of over 35% in size
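Stably transfected U87-MG glioma cells carrying a GRP78-based luciferase sensor; 16 h compound incubation. Luminescence end-point read 10 min after Bright-Glo addition at room temperature.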
LDHA block: LDHA (human) enzyme inhibition. P00338. activity change, % (values are at about 110 or 230 µM). AID 1347041. purified LDHA, NADH/diaphorase-resazurin fluorescence; active compounds read low. 0.15% of 480,000 active; in the data active means activity change below about -30%; inconclusive means mostly about -25% to -30%;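 further: plate controls were DMSO wells for no effect and wells without enzyme for full effect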
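Human LDH5 at 2 nM final in Tris HCl pH 7.4 with 0.06 mM NADH and 0.2 mM pyruvate, reacted 5 minutes at room temperature. Remaining NADH coupled via diaphorase/resazurin; resorufin fluorescence read at 0 and 20 minutes, normalized to enzyme-free and DMSO wells.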
IDH1 R132H inh: human IDH1 R132H inhibition; IDH1-R132H enzyme, NADPH consumption, diaphorase/resazurin fluorescence; 0.093% of 390,000 active; Potency, µM (doses to about 76.6 µM), without a hit: top-dose activity change, negative = inhibition, usual class: inhibitors; O75874; further: potency means the concentration at half of the fitted maximal effect; on the % scale 0 is the no-effect control and ±100 the full control effect; nearly all actives have a fitted effect of over 65% in size
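IDH1-R132H (0.5 ug/mL) preincubated 30 min with compound, then NADPH (0.016 mM) and alpha-KG (2 mM) added; 80 min at RT, pH 7.5. Remaining NADPH coupled via diaphorase/resazurin to fluorescence (540/590 nm); concentration-response curves normalized to no-enzyme control.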
Vif-A3F inh: blocks the Vif interaction with APOBEC3F | HeLa A3F-eYFP + Vif (tagged APOBEC3F with the HIV-1 protein that degrades it), YFP fluorescence increase | Potency, µM (titrated, usually from 46.1 µM), for inactives: at the top dose activity, negative = active | 0.2% of 390,000 active | AID 602313; further: potency means the concentration at half of the fitted maximal effect; % of control where 0% means no effect; nearly all actives have a fitted effect of over 65% in size
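Fluorescence increase (Ex 488/Em 500-530) after overnight compound treatment at 37 deg C flags inhibition of Vif-driven A3F-eYFP loss in stable HeLa A3F-eYFP/Vif cells seeded overnight beforehand.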
USP1-UAF1 inh: inhibitors of human USP1/UAF1 deubiquitinase; recombinant USP1/UAF1, Ub-Rhodamine cleavage fluorescence; Potency, µM (series often up to 57.1 µM), inactives show at the highest dose activity change, negative = inhibition, usual class: inhibitors; 0.23% of 390,000 active; AID 743255; further: potency means the concentration at half of the fitted maximal effect; on the % scale 0 is the no-effect control and ±100 the full control effect; nearly all actives have a fitted effect of over 60% in size; inactives centre near -12
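Step one: compound is pinned into 1nM USP1/UAF1 in HEPES pH 7.8 buffer with TCEP. Step two: 15 min room-temperature incubation. Step three: Ub-Rho (150nM final) starts cleavage, tracked by fluorescence over six one-minute reads.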
TrxR1 inh: inhibitors of rat thioredoxin reductase 1; AID 588453; Potency, µM (doses to about 114 µM), without a hit: top-dose activity change, negative = inhibition, most hits filed as inhibitors; O89049; recombinant rTrxR1, NADPH fluorescence consumption, selenite substrate; 1% of 390,000 active; further: potency means the concentration at half of the fitted maximal effect; on the % scale 0 is the no-effect control and ±100 the full control effect; nearly all actives have a fitted effect of over 65% in size
Target sequence (O89049 whole entry, looked up): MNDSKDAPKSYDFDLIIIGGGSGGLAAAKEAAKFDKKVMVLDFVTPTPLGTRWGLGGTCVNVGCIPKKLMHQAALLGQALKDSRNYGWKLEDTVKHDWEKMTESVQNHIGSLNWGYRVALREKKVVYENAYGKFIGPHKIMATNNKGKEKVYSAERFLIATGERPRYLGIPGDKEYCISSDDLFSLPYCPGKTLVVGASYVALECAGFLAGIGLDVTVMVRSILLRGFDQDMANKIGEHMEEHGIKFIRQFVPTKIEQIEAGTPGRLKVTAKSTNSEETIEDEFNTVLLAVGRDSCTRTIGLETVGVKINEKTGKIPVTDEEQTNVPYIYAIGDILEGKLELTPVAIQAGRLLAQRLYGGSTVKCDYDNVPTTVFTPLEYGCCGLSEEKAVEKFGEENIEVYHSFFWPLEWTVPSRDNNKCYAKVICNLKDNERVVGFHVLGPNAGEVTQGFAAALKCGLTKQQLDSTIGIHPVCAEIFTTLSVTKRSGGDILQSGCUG
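Rat TrxR1 (90 nM in the dispensed reagent) was pre-reduced with 400 uM NADPH for 5 min at room temperature, then incubated with compound for 15 min. After 400 uM selenite was added, NADPH fluorescence (Ex 340/Em 450 nm) was followed for 8 min.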
TrxR1 substrate: rat thioredoxin reductase 1 substrate activity | purified TrxR1 substrate turnover, NADPH consumption readout | Potency, µM (top dose mostly 114 µM), inactives show at the top dose activity change, negative = substrate turnover | 0.01% of 390,000 active; further: potency means the concentration at half of the fitted maximal effect; on the % scale 0 is the no-effect control and ±100 the full control effect; nearly all actives have a fitted effect of over 50% in size
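Rat TrxR1, dispensed at 90 nM, was prereduced with 400 uM NADPH (final) for 5 min at ~22 deg C, then incubated with compound 15 min before 400 uM selenite. A first-read NADPH fluorescence drop versus no-compound background flagged substrates.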
RGS4 inh: human RGS4 inhibition. P49798. Transcreener GDP fluorescence polarization, RGS4-accelerated GTP hydrolysis. Potency, µM (series often up to 114 µM), for inactives: at the top dose activity change, negative = inhibition, actives largely listed as inhibitors. 0.039% of 390,000 active. AID 504845; further: potency means the concentration at half of the fitted maximal effect; on the % scale 0 is the no-effect control and ±100 the full control effect; nearly all actives have a fitted effect of over 75% in size; some results filed as inactive show a strong effect at the top dose
Target sequence (P49798 whole entry, looked up): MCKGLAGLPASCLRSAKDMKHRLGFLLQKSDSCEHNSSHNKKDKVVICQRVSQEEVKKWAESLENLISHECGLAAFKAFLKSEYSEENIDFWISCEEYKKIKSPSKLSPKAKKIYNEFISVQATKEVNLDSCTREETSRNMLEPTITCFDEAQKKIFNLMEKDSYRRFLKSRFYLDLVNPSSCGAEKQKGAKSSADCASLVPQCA
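MLSMR compounds (23 nl, pin-transferred) preincubated 10 min at room temperature with a 500nM (2x) first reagent, then RGS4 at 900nM (2x) plus Transcreener GDP mix added; fluorescence polarization (620/688 nm) read before and after 90 min at 30 °C.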
Starred values were filed as active, the others as inactive; ? = inconclusive; / = no result given; & = joins results of further samples; [ ] = another dose, or the depositor's remark. Unless noted, the call rests on the fitted dose curve; in most records, active means well fitted curve in the direction sought with a large enough effect; inconclusive means small, poorly fitted or top-dose-only effect, or another doubt; inactive means no such curve, though single readings can be large; an effect the other way counts as inactive or inconclusive. An excerpt. The share of hits here may be higher or lower than overall.

SMILES | Vif-A3G inh | Glioma ERSR ind | LDHA block | IDH1 R132H inh | Vif-A3F inh | USP1-UAF1 inh | TrxR1 inh | TrxR1 substrate | RGS4 inh
C=CCn1cc(C(=O)N2CCc3ccccc3C2)c(=O)c2cc(S(=O)(=O)N(CC)CC)ccc21 | 0% | -4% | -7 | 19% | ? | -3% | 21%[57.1 µM] | 10%[57.1 µM] | 7%
Cc1oc2ccc(NS(=O)(=O)c3ccc(F)cc3)cc2c1C(=O)O | -5%&-1% | -4%&-3% | -1&-8 | 15%&18% | 0%&2% | ? | 15%&-9% | 5%&-8% | -5%&13%
CS(=O)(=O)N1CCc2cc(C(=O)Nc3ccc(C(F)(F)F)cc3)ccc21 | 3% | -1% | -7 | 9% | 3% | -23% | 30% | 2% | 17%
C[C@H](CO)N1C[C@H](C)[C@@H](CN(C)Cc2ccncc2)Oc2c(NC(=O)CCCCCC(=O)Nc3ccccc3N)cccc2C1=O | -2% | 3% | 0 | -1% | -13% | ? | 18% | 12% | 10%
CCOc1ccc2c(O)csc2c1 | -1% | 1% | -3 | -5% | -9% | -11% | -12% | -14% | -37%
COc1ccc(CNC(=O)C2CCCN2CCc2ccccc2)cc1OC (stereo not given) | 4% | -5% | -5 | 0% | 12% | -17% | 9%[57.1 µM] | 8%[57.1 µM] | 6%
CC(=O)Nc1ccccc1S(=O)(=O)CC1CC1(Cl)Cl (stereo not given) | -6% | -5% | -2 | -11% | 1% | -11% | 10% | 42%[activator] | 4%
Cc1ccc(-n2c(-c3ccc(Br)cc3)n[nH]c2=S)c(C)c1 | -3% | 0% | -7 | 3% | -4% | -23% | / | / | /
CCOC(=O)c1c(NC(=O)CS(=O)(=O)c2ccc(C)cc2)sc2c1CCCCC2 | -1% | -5% | -13 | -1% | -3% | -13% | 18%[57.1 µM] | -7%[57.1 µM] | -44%
O=C(CN1CCN(S(=O)(=O)c2cccs2)CC1)NCC1CCCCC1 | -4% | -6% | -1 | 3% | 0% | -8% | 15% | 1% | -5%
Cc1ccc(CNC(=O)CN2C(=O)CC(c3ccc(C)c(C)c3)=Nc3ccccc32)cc1 | -11% | 0% | 0 | -1% | -7% | -7% | 14%[57.1 µM] | -3%[57.1 µM] | 15%
O=C(CSc1nnc(-c2ccc(Cl)cc2)o1)c1ccc([N+](=O)[O-])cc1 | 2% | 0% | -5 | -4% | 4% | -21% | 26% | 7% | -17%
CCC(C(=O)NCc1ccco1)N(C(=O)CNS(=O)(=O)c1ccc(C)cc1)c1ccccc1F (stereo not given) | -2% | -1% | -2 | 9% | ? | -3% | 12% | -3% | 10%
Cc1cc(C)c(S(=O)(=O)c2ccc(F)cc2C)c(=O)[nH]1 | 2% | 7% | -7 | -4% | 2% | -8% | 24% | 4% | 14%
CCc1nnc(NC(=O)c2cccc(C(=O)Nc3nnc(CC)s3)n2)s1 | -2% | -2% | 2 | 9% | -12% | -17% | 15% | 5% | -13%
Cc1ccc(/C=N/Nc2ccc(Cl)c(C(=O)O)c2)s1 | -2% | -12% | -1 | 0% | 1% | -2% | -31% | ? | -2%
COc1ccc(-c2ocnc2C(=O)N2CCN(Cc3cccnc3)CC2)cc1 | 5% | 1% | -11 | 2% | 10% | -14% | 14% | 11% | 12%
COc1ccc(-n2c(SC(C)C(=O)Nc3ncc(Cl)cc3Cl)nc3ccccc32)cc1 (stereo not given) | -10% | -2% | 4 | 1% | -11% | -8% | -10% | 5% | -2%
COc1ccc(NC(=S)N2CCN(S(=O)(=O)c3ccccc3)CC2)cc1OC | -3% | -1% | 8 | 1% | 0% | -13% | -3% | 4% | -21%
Cc1csc(-c2cnn(-c3ccccc3)c2NC(=O)c2cccc(C(F)(F)F)c2)n1 | -4% | -1% | -2 | -2% | -6% | -14% | 9%[57.1 µM] | -1%[57.1 µM] | 3%
Cc1ccc2cc(CN(Cc3nnnn3Cc3ccco3)CC3CCCO3)c(=O)[nH]c2c1C (stereo not given) | -1% | -1% | -2 | 7% | -9% | -5% | 25µM* | -6% | ?
CCN(C1CCS(=O)(=O)C1)S(=O)(=O)c1cc(C)ccc1C (stereo not given) | 1% | -1% | -3 | -3% | 6% | -2% | 1%[57.1 µM] | -1%[57.1 µM] | 1%
COc1ccc2[nH]c(=O)c(C3c4cc(OC)c(OC)cc4CCN3C(=O)c3ccco3)cc2c1 (stereo not given) | -7% | -3% | -1 | 4% | -3% | 0% | ? | 18% | -13%
CCOC(=O)c1c(-c2cccs2)csc1NC(=O)c1ccco1 | 0% | -3% | -4 | 1% | 0% | -3% | -9% | 2% | 4%
CCC(=O)N(CCC(c1ccco1)c1ccccc1OC)Cc1cccs1 (stereo not given) | -4% | -1% | 0 | -16% | 1% | -24% | 35µM* | 3% | -53%
O=C(Cc1cccc(NC(=O)C2CCN(C(=O)CCc3ccccc3)CC2)c1)Nc1cccc(C(=O)N2CCOCC2)c1 | -1% | -2% | 1 | 10% | -2% | ? | 7% | 2% | -21%
CCN(Cc1ccccc1)C(=O)c1cc(S(=O)(=O)N2CCOCC2)ccc1N1CCCC1 | 0% | -5% | -7 | -2% | -24% | 1% | -8% | -10% | -5%
CC(C)CNC(=S)N1CCN(C(c2ccccc2)c2ccccc2)CC1 | 2% | -3% | -11 | -3% | -16% | -1% | 14% | -1% | -30%
COc1ccccc1C(=O)N=c1sc2c(C)ccc(OC)c2n1C | -6% | 1% | 0 | 14% | ? | -22% | 70%[activator] | 33%[activator] | -5%
COc1cc(NC(=O)COC(C)=O)c(C)cc1[N+](=O)[O-] | 2% | 4% | -3 | -11% | 1% | -18% | 2% | -2% | -5%[11.4 µM]
CC(C)NC(=O)c1ccc(NC(=O)N2CCCCc3ccccc32)cc1 | 4% | -2% | -6 | -1% | 0% | 6% | 5%[57.1 µM] | -2%[57.1 µM] | -1%
CC(=O)Nc1ccc(NC(=O)c2oc3ccc4c(c3c2C)C(=O)CC(C)(C)O4)cc1 | -2% | 1% | 1 | 10% | 2% | -28% | -8% | ? | -19%
N#Cc1cc2c(nc1SCc1ccc(Cl)cc1)CCCC2 | 0% | 3% | 2 | 0% | -9% | -17% | 7% | 1% | -6%
O=C(NCCO)/C(=C\c1cccs1)NC(=O)c1cccs1 | 1% | -3% | -10 | 1% | 8% | -15% | -15% | -22% | 22%
NC(=O)c1ccccc1OCc1nc2ccccc2s1 | 1% | -8% | -11 | 9% | 0% | -7% | 14% | 1% | 15%
COc1ccc(Oc2coc3cc(OC(=O)c4cncc(Br)c4)ccc3c2=O)cc1 | 1% | -4% | -2 | 0% | -4% | 1% | -16% | -7% | 57%[activator]
COc1cc2c(cc1OC)C(COc1ccc3c(C)cc(=O)oc3c1)N(C(=O)c1ccccc1C)CC2 (stereo not given) | 4% | -2% | -11 | ? | -12% | -6% | -11% | 12% | 17%
CCN1C(=O)[C@H]2[C@@H](c3ccc(C)cc3)N3C(=O)N(c4cccc(Br)c4)C(=O)[C@@]3(C)[C@H]2C1=O | -6% | 1% | -3 | -10% | -1% | -7% | 7% | -2% | 23%
CCC1=C(OC(=O)N(CC)CC)N2C(=O)OC(=NCCc3c[nH]c4ccccc34)[C@]2(Cc2ccccc2)[C@H]2C1=CC[C@H]1C(=O)N(C)C(=O)[C@H]12 | -8% | -5% | 0 | -9% | 0% | -23% | 1% | -6% | -8%
CC(C)[C@H](NC(=O)c1c(F)cccc1F)C(=O)OCC(=O)NC(=O)NC1CCCC1 | 1% | -1% | -2 | 11% | 7% | -19% | 6% | 2% | 6%

Copied from the listing for reference:
SMILES | Vif-A3G inh | Glioma ERSR ind | LDHA block | IDH1 R132H inh | Vif-A3F inh | USP1-UAF1 inh | TrxR1 inh | TrxR1 substrate | RGS4 inh
COc1ccccc1C(=O)N=c1sc2c(C)ccc(OC)c2n1C | -6% | 1% | 0 | 14% | ? | -22% | 70%[activator] | 33%[activator] | -5%
COc1cc(NC(=O)COC(C)=O)c(C)cc1[N+](=O)[O-] | 2% | 4% | -3 | -11% | 1% | -18% | 2% | -2% | -5%[11.4 µM]

Next section
SMILES | Vif-A3G inh | Glioma ERSR ind | LDHA block | IDH1 R132H inh | Vif-A3F inh | USP1-UAF1 inh | TrxR1 inh | TrxR1 substrate | RGS4 inh
CCC1CCCCN1C(=O)CSc1nnc(CNC(=O)c2c(F)cccc2Cl)o1 (stereo not given) | 1% | 0% | -2 | 10% | -6% | -7% | 21% | -1% | -5%
CN1CCN(C(=O)Nc2ccc([N+](=O)[O-])cc2)CC1 | -6% | 1% | 1 | 0% | ? | 0% | ? | -21% | 20%[11.4 µM]
COc1ccccc1C(=O)NNS(=O)(=O)c1ccc(F)cc1 | -7% | -4% | -1 | 0% | -17% | -22% | 25% | 7% | 4%
COc1ccc(C(=O)c2c(-c3ccc(OC)cc3)oc3ccc(-c4cc(OC)c(OC)c(OC)c4)cc23)cc1 | 2% | -1% | -8 | 7% | 2% | -16% | 21% | 18% | 22%
Cc1ccccc1-c1nc2ccccc2[nH]1 | -1% | 1% | -6 | 9% | -5% | -3% | 3% | 3% | 27%
COC(=O)c1nn(-c2cccc(C(F)(F)F)c2)ccc1=O | 2% | -2% | -6 | -3% | 5% | -10% | -7% | -14% | 8%
O=[N+]([O-])c1cccc2ccc(/C=C/c3ccc(F)cc3)nc12 | -22% | 5% | -1 | 9% | -14% | -22% | -9% | -12% | -5%
